ERp5 inh: inhibitors of human ERp5. ERp5 insulin aggregation, absorbance 650 nm, 90 min. inhibition, % at 9.99 µM. 350,000 compounds, 0.05% hits. AID 651711;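 active = mean replicate inhibition above about 25%, with every replicate also reaching it, limit read from the data, passing the limit was not always enough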
Target sequence (Q15084 whole entry, looked up): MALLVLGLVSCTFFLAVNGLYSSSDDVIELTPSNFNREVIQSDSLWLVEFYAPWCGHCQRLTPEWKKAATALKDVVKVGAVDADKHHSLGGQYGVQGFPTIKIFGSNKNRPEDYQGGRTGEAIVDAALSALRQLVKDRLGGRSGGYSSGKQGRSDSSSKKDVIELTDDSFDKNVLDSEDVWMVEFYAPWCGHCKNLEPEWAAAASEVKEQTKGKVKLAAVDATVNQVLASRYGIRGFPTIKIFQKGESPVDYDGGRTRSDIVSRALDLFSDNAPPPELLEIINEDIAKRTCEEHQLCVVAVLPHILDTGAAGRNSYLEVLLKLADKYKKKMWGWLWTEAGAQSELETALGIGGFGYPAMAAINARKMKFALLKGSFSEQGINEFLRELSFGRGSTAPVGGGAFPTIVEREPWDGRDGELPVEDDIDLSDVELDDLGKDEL
ARNT TACC3 PPI: ARNT/TACC3 interaction disruption. Q9Y6A5. AlphaScreen His-ARNT PAS-B/GST-TACC3 binding, luminescence; TACC3 fragment carries E629A point mutation. inhibition, % at 9.99 µM. 390,000 compounds, 0.66% hits. AID 623870;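 active = mean inhibition of replicates at least 50% and at least half of replicates each reaching 50%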;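 note: 0% = complete ARNT plus TACC3 wells and 100% = ARNT alone without TACC3; many hits fall short of the cut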
CFTR F508del cor: CFTR F508del correction in bronchial cells; CFBE cells, YFP halide quenching; stimulated with forskolin plus potentiator P3; % fluorescence drop versus neutral controls; activity (quench increase), % at 7.58 µM; 350,000 compounds, 0.36% hits; AID 720511;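 active = mean added fluorescence quench of at least 8% versus neutral control, with both replicates also reaching 8%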;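 note: cells transiently co-express mutant CFTR-F508del with the halide-sensitive YFP; corrector assay measuring rescue of mutant channel to the surface after 24 h compound exposure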
EWS-Fli inh: blocks EWS/Fli oncoprotein-driven transcription; A673 NR0B1-luciferase reporter, viability-normalised; inhibition, % at 12.6 µM; 350,000 compounds, 0.67% hits; AID 651661;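 active = mean inhibition of at least 50% after viability correction, with every replicate also passing that limit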;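 note: firefly luciferase signal divided by Alamar Blue viability fluorescence both relative to DMSO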
DENV2 CPE: DENV2-induced cell death inhibition | DENV2-infected cells, cytopathic effect rescue, plate reader | CPE inhibition, % at 9.99 µM | 350,000 compounds, 1.7% hits | AID 651640; in the data active = CPE inhibition above about 20%, passing the limit was not always enough; tested in BHK-21 cells;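 note: 0% = median of neutral control wells and 100% = median of positive control wells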
XiGFP reactiv: X-chromosome reactivation activator; activation, % at 7.58 µM; 360,000 compounds, 0.055% hits; XiGFP mouse fibroblasts, % GFP-positive cells imaging, 3 d; cells co-treated with 5-aza-dC sensitizer; scaled so ellipticine positive control = 100%;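 active = mean normalized replicate activation at least 10% and every replicate at or above 10%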;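 note: 0% = median of on-plate neutral control wells and 100% = ellipticine 6 µM median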
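System: XiGFP fibroblasts, SV40-immortalized. Medium: DMEM plus 5-aza-dC sensitizer. Doses: single point. Timing: 3 d treatment, 15 min room-temperature fixation. Control set: ellipticine 6 µM.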
INS-1E GSIS act: primary screen for activators of insulin secretion dependent on glucose, INS-1E cells, GLuc reporter luminescence. activation, % at 16.6 µM. 370,000 compounds, 0.61% hits. INS-1E GLuc reporter insulin secretion, 2-3 h;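 active = lowest replicate activation of at least 40%, so every replicate reaches that level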;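 note: 0% = median of neutral control wells and 100% = median of IBMX positive control wells; some compounds called inactive have numbers as strong as hits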
PAX8 reporter: PAX8 transcriptional activity inhibition; RMG-I TPO-luciferase reporter, SteadyGlo, 24 h; inhibition, % at 12.6 µM; 360,000 compounds, 1.2% hits;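 active = mean replicate inhibition at least 60% with every replicate also reaching 60%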;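 note: luciferase light reporting Pax8 driven TPO promoter activity; plate controls were median of neutral control wells for no effect and mitoxantrone controls for full effect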
An asterisk follows results filed as active; nt = no result given.

#	Structure	ERp5 inh	ARNT TACC3 PPI	CFTR F508del cor	EWS-Fli inh	DENV2 CPE	XiGFP reactiv	INS-1E GSIS act	PAX8 reporter
1	Cc1c(C)c2c(OCC(=O)O)cc3c(c2oc1=O)CCC(C)(C)O3	3	-1	0.2	2	12	0.3	248*	15
2	O=C1C(Oc2ccccc2)C(c2ccc3c(c2)OCO3)N1CCc1ccc(F)cc1 (stereo not drawn)	0	-1	-0.3	10	5	0.1	-2	23
3	CC(=O)Nc1ccc(C(=O)COC(=O)CN2C(=O)NC3(CCCCC3C)C2=O)cc1 (stereo not drawn)	-2	-3	0.1	11	9	0.5	32	4
4	COc1cc(C)nc(NC(=O)NC(=O)c2ccc(C(F)(F)F)cc2)n1	6	-7	-0.6	nt	-3	0.5	2	13
5	CCCn1ncc(CN2CCC(Oc3ccc(C(=O)N4CCCC4)cc3)CC2)c1C	-5	0	-0.8	nt	2	0.1	-13	-8
6	COCCNC(=S)N1CCC(c2nc(-c3ccc(N(C)C)cc3)no2)CC1	nt	8	nt	nt	nt	0.0	2	-1
7	Oc1ccc(C[C@H]2CNC(=S)N2CC2CCCN2C[C@H](Cc2ccccc2)N2C[C@H](Cc3ccc(O)cc3)N(CCc3ccccc3)C2=S)cc1 (stereo partly drawn)	0	33	-0.5	19	0	-0.1	11	91*
8	C[C@@H]1CN([C@@H](C)CO)C(=O)c2cccc(NS(=O)(=O)c3cn(C)cn3)c2O[C@H]1CN(C)S(=O)(=O)c1ccc(Cl)cc1	-1	5	-3.2	2	6	-0.1	19	-21

(next part)
#	Structure	ERp5 inh	ARNT TACC3 PPI	CFTR F508del cor	EWS-Fli inh	DENV2 CPE	XiGFP reactiv	INS-1E GSIS act	PAX8 reporter
9	CO[C@H]1CN(C)C(=O)c2ccc(NC(=O)Nc3ccc(C(F)(F)F)cc3)cc2OC[C@H](C)NC[C@H]1C	5	2	-1.3	4	2	-0.5	-7	31
10	CC1(CCc2ccccc2)NC(=O)N(CC(=O)Nc2ccc(S(N)(=O)=O)cc2)C1=O (stereo not drawn)	0	0	1.4	4	-4	0.5	-5	-4
11	CO[C@@H]1CN(C)C(=O)c2ccc(NC(=O)Nc3ccc(Cl)cc3)cc2OC[C@H](C)NC[C@H]1C	nt	nt	-0.8	20	nt	0.1	-2	nt
12	Cc1onc(-c2ccccc2)c1C(=O)N1CCCC(C(F)(F)F)C1 (stereo not drawn)	10	-5	-3.9	3	-6	0.0	12	-13
13	CCCCC1CC2=C(C(=O)OC(C)(C)O2)C(c2ccc(Cl)cc2)O1 (stereo not drawn)	-4	nt	1.8	3	-6	0.0	nt	25
14	Cc1ccc2c3c(cccc13)-c1ccccc1C2=O	8	nt	-0.2	-54	-3	0.0	4	38
15	CC(=O)Nc1ccc(S(=O)(=O)N2CCCC2)cc1	0	-8	-0.6	-5	1	0.2	11	3
16	CC(C)(C)c1ccc(CC(=O)N2CCC2(C)C(=O)O)cc1 (stereo not drawn)	2	nt	-3.0	-3	0	0.0	nt	-12

Further structures
#	Structure	ERp5 inh	ARNT TACC3 PPI	CFTR F508del cor	EWS-Fli inh	DENV2 CPE	XiGFP reactiv	INS-1E GSIS act	PAX8 reporter
17	COc1ccc(CNCCC2(C(C)C)CCOC(C)(C)C2)cc1 (stereo not drawn)	1	6	-4.4	18	0	0.1	-13	-15
18	CCCNc1nc2c(c(=O)n(C)c(=O)n2C)n1CCCc1ccccc1	-9	-9	2.1	10	9	0.2	-5	4
19	COc1cccc(CN2CCSCC2)c1	7	-71	2.7	10	5	nt	1	nt
20	C/C=C(/C)C(=O)Nc1cccc(C2=NOC3(C2)C[C@@H](C(N)=O)N(C(=O)CC)C3)c1 (stereo partly drawn)	-3	-2	5.5	-7	-1	0.0	6	-26
21	C[C@@H](NC(=O)C[C@@H]1C[C@H]2c3cc(NC(=O)c4ccc5c(c4)OCO5)ccc3O[C@H]2[C@@H](CO)O1)c1ccccc1	nt	nt	1.9	-4	nt	0.1	-3	-13
22	CCOC(=O)c1cc(-c2ccccc2)nn1CCC#N	0	-9	1.4	3	12	0.1	13	-16
23	Cc1ccc(NC(=O)Nc2cc(S(=O)(=O)N(C)C)ccc2C)cc1	11	2	3.6	-41	-3	0.4	2	-38
24	CCOC(=O)c1c(C)[nH]c(C(=O)COC(=O)COc2ccccc2C)c1C	3	1	-2.1	1	5	-0.1	-1	-18

Continued:
#	Structure	ERp5 inh	ARNT TACC3 PPI	CFTR F508del cor	EWS-Fli inh	DENV2 CPE	XiGFP reactiv	INS-1E GSIS act	PAX8 reporter
25	CC(C)Cn1c(N)c(C(=O)CSc2nnc(C3CC3)n2C2CC2)c(=O)n(C)c1=O	0	-5	-2.3	-2	nt	0.2	8	1
26	CO[C@@H]1CN(C)C(=O)c2ccc(NC(=O)C3CCCC3)cc2OC[C@H](C)N(C(=O)CC2CC2)C[C@@H]1C	0	-10	-1.0	0	0	0.0	-8	6
27	CCOC(=O)N1CCN(C(=S)Nc2ccccc2C(C)C)CC1	2	-9	-0.3	5	2	0.0	0	-13
28	CCc1nnc(SCc2cccc(F)c2)nc1CC	nt	-3	3.0	-22	nt	0.1	26	-16
29	CCC(C)(C)n1nnnc1C(C(C)C)N1CCN(C)CC1 (stereo not drawn)	-8	-2	2.8	7	7	nt	22	nt
30	Cc1noc(C)c1NC(=O)Nc1ccc2c(c1)CC(=O)N([C@H](C)CO)C[C@@H](C)[C@H](CN(C)C(=O)Nc1ccc3c(c1)OCO3)O2	4	0	-0.5	-15	11	-0.2	9	-30
31	COc1ccc(-c2ccc(-c3cc(=O)oc4c(C(C)C)ccc(C)c34)cc2)cc1	-7	5	-3.3	5	5	0.0	17	-2
32	CCNc1c(NS(=O)(=O)c2ccc(OC)c(Cl)c2)c(=O)oc2ccccc12	10	0	-1.1	-33	1	0.3	-20	7

(listing goes on)
#	Structure	ERp5 inh	ARNT TACC3 PPI	CFTR F508del cor	EWS-Fli inh	DENV2 CPE	XiGFP reactiv	INS-1E GSIS act	PAX8 reporter
33	COc1ccc(NC(=O)C[C@H]2C(=O)N(C3CCCCC3)C[C@@H]2C)cc1	4	nt	5.1	5	-1	0.6	-2	2
34	COc1ccc(S(=O)(=O)N(CC(=O)NCc2ccncc2)c2cc(C)cc(C)c2)cc1OC	1	9	-1.3	19	1	0.4	44	8
35	COc1ccc(OC)c(NC(=S)NCc2ccc(S(N)(=O)=O)cc2)c1	-1	nt	2.5	5	-3	0.6	3	-13
36	Cc1noc(C)c1NC(=O)Nc1cccc2c1O[C@H](CN(C)CC1CCCCC1)[C@H](C)CN([C@@H](C)CO)C2=O	-3	8	2.6	-5	-7	-0.6	12	-5
37	COc1ccc2c3c([nH]c2c1)[C@@H](CO)N(C(=O)C1CCC1)CC31CCN(Cc2nccs2)CC1	2	nt	3.2	4	-8	0.4	-13	nt
38	Cc1ccc(C(=O)C2=C(O)C(=O)N(Cc3cccnc3)C2c2ccc(N(C)C)cc2)o1 (stereo not drawn)	1	5	1.2	2	-8	0.0	2	-7
39	O=C(Nc1ccccc1)N1CC(=O)N2[C@@H](CO)[C@H](c3ccc(C#Cc4cccnc4)cc3)[C@@H]2C1	-5	nt	-2.8	3	0	0.4	3	-56
40	O=C(CSc1nccn(-c2ccc(Br)cc2)c1=O)NCc1ccccc1	-2	-7	-2.2	-3	3	0.0	-12	14

12 compounds from above, sorted by heavy-atom count, ascending:
#	Structure	ERp5 inh	ARNT TACC3 PPI	CFTR F508del cor	EWS-Fli inh	DENV2 CPE	XiGFP reactiv	INS-1E GSIS act	PAX8 reporter
28	CCc1nnc(SCc2cccc(F)c2)nc1CC	nt	-3	3.0	-22	nt	0.1	26	-16
29	CCC(C)(C)n1nnnc1C(C(C)C)N1CCN(C)CC1 (stereo not drawn)	-8	-2	2.8	7	7	nt	22	nt
27	CCOC(=O)N1CCN(C(=S)Nc2ccccc2C(C)C)CC1	2	-9	-0.3	5	2	0.0	0	-13
33	COc1ccc(NC(=O)C[C@H]2C(=O)N(C3CCCCC3)C[C@@H]2C)cc1	4	nt	5.1	5	-1	0.6	-2	2
40	O=C(CSc1nccn(-c2ccc(Br)cc2)c1=O)NCc1ccccc1	-2	-7	-2.2	-3	3	0.0	-12	14
32	CCNc1c(NS(=O)(=O)c2ccc(OC)c(Cl)c2)c(=O)oc2ccccc12	10	0	-1.1	-33	1	0.3	-20	7
31	COc1ccc(-c2ccc(-c3cc(=O)oc4c(C(C)C)ccc(C)c34)cc2)cc1	-7	5	-3.3	5	5	0.0	17	-2
38	Cc1ccc(C(=O)C2=C(O)C(=O)N(Cc3cccnc3)C2c2ccc(N(C)C)cc2)o1 (stereo not drawn)	1	5	1.2	2	-8	0.0	2	-7
34	COc1ccc(S(=O)(=O)N(CC(=O)NCc2ccncc2)c2cc(C)cc(C)c2)cc1OC	1	9	-1.3	19	1	0.4	44	8
39	O=C(Nc1ccccc1)N1CC(=O)N2[C@@H](CO)[C@H](c3ccc(C#Cc4cccnc4)cc3)[C@@H]2C1	-5	nt	-2.8	3	0	0.4	3	-56
26	CO[C@@H]1CN(C)C(=O)c2ccc(NC(=O)C3CCCC3)cc2OC[C@H](C)N(C(=O)CC2CC2)C[C@@H]1C	0	-10	-1.0	0	0	0.0	-8	6
36	Cc1noc(C)c1NC(=O)Nc1cccc2c1O[C@H](CN(C)CC1CCCCC1)[C@H](C)CN([C@@H](C)CO)C2=O	-3	8	2.6	-5	-7	-0.6	12	-5

Going on with the list:
#	Structure	ERp5 inh	ARNT TACC3 PPI	CFTR F508del cor	EWS-Fli inh	DENV2 CPE	XiGFP reactiv	INS-1E GSIS act	PAX8 reporter
41	Cc1c(C(=O)NCc2cccc(C(F)(F)F)c2)sc(=O)n1Cc1ccc(C(=O)N(C)C)cc1	-6	nt	-0.2	6	4	0.0	-27	3
42	C=CCOc1ccc(C=Nc2cccc(Cl)c2)c(O)c1	1	-6	nt	17	8	0.4	-5	-4
43	COc1ccc(CCN2CC(C(=O)NCCc3ccccn3)CCC2=O)cc1 (stereo not drawn)	2	1	-2.0	nt	0	0.0	15	2
44	O=C(CSc1ncccn1)N1CCc2ccccc2C1	1	6	-4.9	-8	-1	0.1	0	-17
45	Cc1csc(NC(=O)c2ccc(S(=O)(=O)N3CCCC3)cc2)n1	1	-6	-2.3	-41	12	0.6	15	-67
46	O=C1OCCN1C(=O)[C@H]1[C@H](c2ccc(Cl)cc2)C(c2cccc(Cl)c2)=NN1c1ccc(Br)cc1	-6	-31	2.4	2	12	0.0	-40	21
47	COc1ccccc1N1C(=O)CC(N2CCN(c3ccc(Cl)cc3)CC2)C1=O (stereo not drawn)	-1	nt	3.0	9	-3	0.3	0	-23
48	CC(=O)NS(=O)(=O)c1ccc(NC(=O)CC23CC4CC(CC(Br)(C4)C2)C3)cc1	8	3	-0.5	-1	5	0.2	20	7

Further records follow:
#	Structure	ERp5 inh	ARNT TACC3 PPI	CFTR F508del cor	EWS-Fli inh	DENV2 CPE	XiGFP reactiv	INS-1E GSIS act	PAX8 reporter
49	CCn1c(C)cc(C(=O)CN2C(=O)c3ccccc3S2(=O)=O)c1C	0	nt	1.7	78*	8	0.3	0	35
50	NC(=O)CC(NC(=O)Cc1cccc2ccccc12)c1ccc(NCCc2cccc(F)c2)c([N+](=O)[O-])c1 (stereo not drawn)	2	-17	-1.2	-1	0	1.2	9	34
51	C[C@@H]1CN([C@H](C)CO)C(=O)c2cccc(NC(=O)C3CCOCC3)c2O[C@H]1CN(C)Cc1ccc(C(=O)Nc2ccccc2N)cc1	5	nt	-3.7	1	-6	-1.0	-7	8
52	Cc1cncc(N2CCN(c3ccccn3)CC2)n1	1	nt	0.3	-32	2	0.0	nt	-52
53	CN1C(=O)c2cc(NC(=O)c3cc(F)cc(F)c3)ccc2OC[C@@H]2O[C@H](CC(=O)O)CC[C@@H]21	-2	-8	-0.6	7	0	0.2	1	2
54	Cn1c(CC(=O)Nc2ccccc2)n[nH]c1=S	4	1	0.3	3	0	0.3	-5	14

Compound activity: PubChem, Broad Institute
